# Screening data from PubChem BioAssay.
# FEN1 inhibitor – inhibitors of human flap endonuclease 1; Recombinant FEN1 flap cleavage, fluorescence, 15 min; Potency, µM (highest dose often 114 µM), for inactives: at the highest dose activity change, negative = inhibition, most hits filed as inhibitors; 0.35% of 390,000 active; AID 588795; also: nearly all actives have a fitted effect of over 65% in size
# Target sequence (P39748 whole entry, looked up): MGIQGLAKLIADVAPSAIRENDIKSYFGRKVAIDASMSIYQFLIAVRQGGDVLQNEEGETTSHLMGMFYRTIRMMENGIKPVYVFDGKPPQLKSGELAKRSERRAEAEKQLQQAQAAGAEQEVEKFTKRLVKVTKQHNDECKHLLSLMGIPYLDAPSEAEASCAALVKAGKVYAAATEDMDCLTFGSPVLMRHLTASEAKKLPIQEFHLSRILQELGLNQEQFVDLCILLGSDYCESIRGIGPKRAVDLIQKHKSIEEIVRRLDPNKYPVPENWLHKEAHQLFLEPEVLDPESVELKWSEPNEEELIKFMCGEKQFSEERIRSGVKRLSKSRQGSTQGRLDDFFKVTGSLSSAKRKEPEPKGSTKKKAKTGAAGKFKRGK
#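 Steps: FEN1 (10 nM) dispensed; compound added by pin tool; 15 min at room temperature; substrate added to 50 nM final; reads at 0 min and 15 min; data normalized and fitted (four-parameter Hill).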
# N370S GC mod – inhibitors or activators of N370S glucocerebrosidase for Gaucher disease | P04062 | N370S GC spleen homogenate, 4MU-glucoside fluorescence | Potency, µM (highest dose often 59.4 µM), for inactives: at the top dose activity change, negative = inhibition, most hits filed as inhibitors | 0.092% of 330,000 active | AID 2101;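 also: 0% = full enzyme activity and -100% = no enzyme basal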
# DT40 TDP1 CPT – growth inhibition of DT40 Tdp1-/-;hTDP1 cells with camptothecin (screen for TDP1 inhibitors). chicken DT40 Tdp1-/-;hTDP1 cells + 20 nM CPT, ATP luminescence, 48 h. Potency, µM (titrated, usually from 46.2 µM), inactives show top-dose activity change, negative = growth inhibition, hits mostly inhibitors. 12% of 420,000 active; also: nearly all actives have a fitted effect of over 55% in size
#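 Cell growth measured by CellTiter-Glo luminescence after a minimum 48 h, 37 C compound exposure with 20 nM CPT in Tdp1-knockout DT40 cells stably expressing hTDP1, seeded 400/well; qHTS titration format.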
# An asterisk follows results filed as active; ? = inconclusive; / = no result given; & = joins results of further samples. Calls follow the shape of the dose curve; as a rule, active = well fitted curve in the direction sought with a large enough effect; inconclusive = small, poorly fitted or top-dose-only effect, or another doubt; inactive = no such curve, though single readings can be large; an effect the other way counts as inactive or inconclusive. Unless noted, % is scaled to controls: 0 for no effect and ±100 for the full control effect; potency is read from the fitted curve at half-maximal effect. Not all compounds are listed. The share of hits here may be higher or lower than overall.
Compound | N370S GC mod | FEN1 inhibitor | DT40 TDP1 CPT
CNC(=O)N(O)C1N(C)C(=O)N(CC(=O)OC)C1(C)C (stereo not drawn) | 2% | -2% | -1%
CCOC(=O)C1CCCN(Cc2nc3ccc([N+](=O)[O-])cc3c(=O)n2-c2ccc(OC)cc2OC)C1 (stereo not drawn) | -8% | 5% | 16µM*
CC(C)CC(=O)Nc1nnc(SCC(=O)NCc2ccc3c(c2)OCO3)s1 | -26% | -6% | 12%
CCC(=O)Nc1ccc(NC(=O)c2cccc(OC)c2)nc1 | 0% | -3% | -3%
CSCCC(NC(=O)c1cccc(S(=O)(=O)N2CCOCC2)c1)C(=O)Nc1ccc(F)cc1 (stereo not drawn) | -5% | 15% | -12%
Cc1ccc(NC(=O)CCC(=O)c2cccs2)cc1 | 18% | -4% | -13%
NC(=O)Cn1c(-c2nonc2N)nc2ccccc21 | -2% | -2% | 1%
O=C(c1cc2ccccc2[nH]1)N1O[C@@H]2C=C[C@H]1C2 | / | 6% | -15%
CCOC(=O)c1nn(-c2ccc(Cl)cc2)c2nc(Nc3ccccc3)cc(=O)n12 | 7% | -5% | ?
CCC(C)COC(c1ccccc1)(c1ccccc1)C(Oc1nc(C)cc(C)n1)C(=O)O (stereo not drawn) | -5% | 10% | -4%
COc1cc(-c2nc(Cc3c(F)cccc3Cl)no2)cc(OC)c1OC | -16% | -4% | -14%
Cc1nn(C(=O)COc2ccccc2Br)c(C)c1Sc1ccccc1 | / | -17% | -7%
Cc1ccc(Sc2ccc(CN3CCCCC3)cc2[N+](=O)[O-])cc1 | -2% | 0% | 18µM*
CCOc1ccc(OCCC(=O)OCC(=O)Nc2cc(S(=O)(=O)N3CCOCC3)ccc2OC)cc1 | / | -6% | -15%
O=C(NCC1CCCCC1)C1CCCN(C(=O)NC2CCCCC2)C1 (stereo not drawn) | 24% | 0% | ?

# For reference, 2 of the compounds above:
Compound | N370S GC mod | FEN1 inhibitor | DT40 TDP1 CPT
CNC(=O)N(O)C1N(C)C(=O)N(CC(=O)OC)C1(C)C (stereo not drawn) | 2% | -2% | -1%
CCOC(=O)C1CCCN(Cc2nc3ccc([N+](=O)[O-])cc3c(=O)n2-c2ccc(OC)cc2OC)C1 (stereo not drawn) | -8% | 5% | 16µM*

# Additional results:
Compound | N370S GC mod | FEN1 inhibitor | DT40 TDP1 CPT
CC(C)CC(=O)Nc1nnc(SCC(=O)NCc2ccco2)s1 | 0% | -9% | 8%
O=C1CCCN1c1ccc(C(=O)N(Cc2nnc(-c3ccc(Cl)cc3)o2)C2CC2)cc1 | -13% | -6% | ?
O=C(COc1ccc([N+](=O)[O-])cc1)NNC(=O)c1cccnc1 | -10% | 10% | 3%
COc1cc(/C=C2\SC(=S)N(C(C(=O)O)c3ccccc3)C2=O)cc(OC)c1OC (stereo not drawn) | -1% | -13% | 17%
CCOC(=O)c1cc(NC(=O)N2CCCCC2)c(C)nc1C | -2% | -1% | -25%
Cc1ccc(Cn2c(C3CCCN3c3nc(-c4cc(Cl)c(N)c(Cl)c4)cs3)nc3cc(Cl)c(Cl)cc32)cc1 (stereo not drawn) | / | 19% | -16%
COC(=O)Nc1ccc(S(=O)(=O)N2CCCC(C(=O)N3CCOCC3)C2)cc1 (stereo not drawn) | -1% | 1% | -24%
COc1ccc(Cl)cc1NS(=O)(=O)N1CCOCC1 | -9% | -13% | -1%
CC/C(=N\NC(=O)CNC(=O)/C=C/c1ccco1)c1ccccc1 | 4% | 14% | -5%
Cc1ccc(CSCC(=O)Nc2ccc(N3CCOCC3)cc2N2CCOCC2)cc1 | -5% | 0% | ?
O=C1CCCC/C1=C\Nc1ccc(C(=O)O)c(O)c1 | -22% | 12% | -12%
CCC1CCCCN1C(=O)CSc1n[nH]c(N)n1 (stereo not drawn) | / | 10% | 2%
CC(=O)N1CCc2cc(Br)cc(S(=O)(=O)N3CCN(C(=O)c4ccco4)CC3)c21 | -3% | 0% | -6%
Cc1nnc(SCc2nc3ccccc3[nH]2)s1 | 8% | 3% | 3%
OCC[C@@H]1C[C@H](O)[C@@H](O)[C@]2(CCc3ccccc3CO2)O1 | 1% | 15% | -12%
O=c1cc(-c2ccc(O)cc2)oc2ccccc12 | -13% | 5% | ?
COc1ccc(CCNC(=O)Cn2cccc2C(=O)c2ccccc2)cc1OC | -15% | -1% | 20%
C=C(C)Cn1c(N2CCN(CC)CC2)nc2c1c(=O)[nH]c(=O)n2C | -4% | 17% | -12%
O=C(COc1ccc(Cl)cc1Cl)N1CCN(c2ccccn2)CC1 | -3% | -6% | ?
CC1CCC(N2CCN(S(=O)(=O)Cc3ccccc3)CC2)CC1 (stereo not drawn) | -27% | -12% | -29%
CCOc1ccc(CCNC(=O)C2CCCN2C(=O)OCc2ccccc2)cc1OCC (stereo not drawn) | 0% | 19% | -16%
COc1ccc(C(=O)CSc2nc(C(C)(C)C)nc3ccccc23)cc1 | 18% | 3% | ?
C[C@H](O)[C@@H]1C(=O)N2CCc3ccc(-c4cccc(F)c4)cc3[C@@H]2C[C@@H]1N(C)C(=O)C(C)(C)C | / | -10% | ?
CCOc1ccccc1NS(=O)(=O)c1ccc2c(c1)NC(=O)CCS2 | -5% | 9% | -23%
CC(C)c1ccc(/C=N/NC(=O)c2ccccn2)cc1 | -1% | -21% | 0.033µM*
COc1cccc(NC(=O)CSc2cc(C)[nH]c(=O)n2)c1 | / | -8% | -8%
O=C(NNC(=O)c1cc(Cl)nc2ccccc12)c1ccccc1F | -8% | -4% | 12%
Cc1cc(C)cc(NC(=O)CSc2nccn2Cc2ccco2)c1 | 11% | -1% | -20%
O=c1c2ccccc2[nH]c(=S)n1CCCN1CCOCC1 | 3% | -4% | 3%
CCCC(=O)Nc1ccc(NC(=O)c2cccs2)cn1 | 3% | -12% | -1%
CC(C)Sc1oc(-c2cccs2)nc1S(=O)(=O)c1ccc(Cl)cc1 | / | -16% | ?
O=C(N/N=C/c1ccco1)c1ccc2nc[nH]c2c1 | -2% | 4% | -19%
COc1cccc(C2C(C#N)=C(C)NC3=C2C(=O)CC(C)(C)C3)c1 (stereo not drawn) | ? | 3% | -4%
O=C(/C=C\NCC(=O)c1ccccc1)c1ccc2ccccc2c1 | -8% | -20% | -29%
Cc1ccc(NC(=O)CS(=O)CC(=O)N2CCN(c3ccccc3)CC2)cc1 (stereo not drawn) | -3% | 6% | -2%
N#CCC(=O)Nc1ncn(Cc2ccccc2Cl)n1 | 7% | -8% | 18%
COc1ccc(C(=O)NCCc2c[nH]c3ccc(OC)cc23)cc1 | -10% | 1% | 3%
Cc1cc(NC(=O)CSc2nccn2C)n(-c2ccccc2)n1 | -5% | 13% | -4%
Cc1cc(N(C)C)c(C#N)c(N2CCOCC2)n1 | 1% | -14% | 2%
CCN(Cc1ccncc1)Cc1cn[nH]c1-c1cc(OC)c(OC)c(OC)c1 | -2% | -10% | -27%
COc1ccc(N(CC(=O)Nc2ccccc2C(=O)NCc2ccco2)S(C)(=O)=O)cc1 | -2% | -6% | -4%
COc1ccc(NC(=O)c2ccc(Oc3ncccn3)cc2)cc1 | -10% | -7% | -34%
COc1cc(NC(=O)CN2C(=O)CN(C)C(=O)c3ccccc32)cc(OC)c1OC | / | 18% | -17%
CCN(CC(=O)Nc1c(F)cccc1F)C(=O)CN1C(=O)c2ccccc2C1=O | -1% | -3% | -6%
CC(C)c1nc(SCC(=O)Nc2c[nH]c(=O)[nH]c2=O)c2cnn(-c3ccccc3)c2n1 | -4% | -21% | 2%

# The last 4 compounds of the section above open the next one.
Compound | N370S GC mod | FEN1 inhibitor | DT40 TDP1 CPT
COc1ccc(NC(=O)c2ccc(Oc3ncccn3)cc2)cc1 | -10% | -7% | -34%
COc1cc(NC(=O)CN2C(=O)CN(C)C(=O)c3ccccc32)cc(OC)c1OC | / | 18% | -17%
CCN(CC(=O)Nc1c(F)cccc1F)C(=O)CN1C(=O)c2ccccc2C1=O | -1% | -3% | -6%
CC(C)c1nc(SCC(=O)Nc2c[nH]c(=O)[nH]c2=O)c2cnn(-c3ccccc3)c2n1 | -4% | -21% | 2%
COc1cccc(NC(=O)c2ccccc2SC)c1 | -3% | -14% | -21%
CC(=O)Nc1ccc(S(=O)(=O)N(C)CC(=O)OCC(=O)NCc2ccco2)cc1 | 0% | -3% | -11%
O=C(CN1C(=O)COc2ccc(S(=O)(=O)N3CCCCCC3)cc21)N1CCN(c2ccc(F)cc2)CC1 | / | ? | 23µM*
CN(Cc1ccccc1)S(=O)(=O)c1cccc2nsnc12 | 10% | -7% | 4%
COC(=O)[C@]1(C)CCC[C@@]2(C)C3CC[C@@]4(C)C[C@]3(CC[C@H]12)C[C@H]4O (stereo partly drawn) | -8% | -26% | ?
CC1CC(C)(C)CC2(C1)NC(=O)N(CC(=O)NCc1ccccc1F)C2=O (stereo not drawn) | 0% | 7% | 1%
C#CCN(C(=O)c1ccc(OC2CCN(Cc3ccccn3)CC2)cc1)C1CCCCC1 | -20% | 14% | 16µM*
Cc1ccccc1C(=O)N1CCC(C(=O)Nc2nc3ccc(F)cc3s2)CC1 | -8% | -9% | ?
COc1ccc(CCNS(=O)(=O)c2ccc3c(c2)CCN3C(=O)CCC(=O)O)cc1OC | 12% | 2% | -1%
CC(OC(=O)CCN=C1NS(=O)(=O)c2ccccc21)C(=O)Nc1ccc(N(C)C)cc1 (stereo not drawn) | -5% | -13% | 3%
OC(COCc1ccccc1)CN1CCN(c2ccccc2F)CC1 (stereo not drawn) | 3% | -15% | -6%
Cc1ccccc1Nc1nnc(SCC(=O)c2c(N)n(C3CC3)c(=O)[nH]c2=O)s1 | -1% | -3% | -2%
COCC(=O)Nc1ccccc1-c1ccccc1 | 4% | -12% | -9%
COc1ccc(CNC(=O)CCC(=O)N2CCN(S(=O)(=O)c3ccc(Cl)cc3)CC2)cc1 | 3% | -6% | -20%
COc1ccc(NC(=O)CC(C)n2nc(C)cc2C)cc1Cl (stereo not drawn) | / | -3% | -30%
Cc1cc(C)c(C(=O)N2CCCC(Nc3ccc(F)cc3)C2)o1 (stereo not drawn) | -13% | -5% | ?
Nc1c(-c2ccccc2)n[nH]c1-c1ccccc1 | 9% | -17% | -23%
COc1ccc(OC)c(-c2cc(C(F)(F)F)c3c(n2)sc2c(O)cc(=O)[nH]c23)c1 | -3% | 2% | -24%
COc1ccc(CN(C)CCc2ccccn2)cc1OC | 3% | -5% | -25%
COc1ccc(CCNC(=O)c2ccc(SC)cc2OC)cc1 | 6% | 2% | -14%
Cc1ccc(NC(=O)C(CC(C)C)NC(N)=O)cc1 (stereo not drawn) | -12% | 8% | 4%
N=C1c2ccccc2CN1c1ccc(S(=O)(=O)N2CCCCC2)cc1 | 1% | 0% | -14%
Cc1ccc(-n2nc(-c3ccco3)cc2C(=O)O)c(C)c1 | 4% | -5% | 16%
COC(=O)c1ccc(C23CC4(C2)[C@H](CN(C)[C@@H]4c2ccccc2)C3c2ccc(Cl)nc2)cc1 (stereo partly drawn) | -15%&-14% | -12% | ?
CCC1CCCCN1C(=O)c1ccc2nc(Cc3ccc(OC)cc3)oc2c1 (stereo not drawn) | 1% | 16% | ?
Cc1ccc(NC(=O)COc2ncnc3sccc23)cc1S(=O)(=O)N(C)C | -2% | -5% | -15%
CCNC(=S)N(CCc1ccc(OC)c(OC)c1)Cc1cc2cc(OC)ccc2[nH]c1=O | 0% | -7% | -29%
COc1ccc(-c2nn(C)c(=O)[nH]2)cc1 | 11% | -1% | -7%
Cc1ccc2c(c1)N(CCC(=O)NC1CC1)C(=O)C(C)O2 (stereo not drawn) | 4% | -3% | -2%
CCOc1cc(NC(=O)C2CC2)c(OCC)cc1NC(=O)c1ccccc1OCC | -5% | -11% | ?
COc1ccc(-c2ccc3c(c2)C2CC3CCN2Cc2ccc(OC(F)(F)F)cc2)cc1 (stereo not drawn) | / | -4% | ?
O=c1[nH]c(/C=C\c2ccc(O)c(O)c2)nc(O)c1[N+](=O)[O-] | -21% | ? | -11%
CC(=O)c1cccc(CN2CCN(Cc3ccc(C)cc3)C(CCO)C2)c1 (stereo not drawn) | -17% | -1% | ?
CN1CC(c2ccccc2Cl)C2(COc3ccccc3C2=O)C12C(=O)Nc1ccccc12 (stereo not drawn) | -23% | -12% | ?
CCN(CC(=O)Nc1ccc(OC)c(Cl)c1)CC(=O)NC(C)C | -4% | -3% | 1%
CCN1CCN(S(=O)(=O)c2ccc(Cl)c(C(=O)Nc3ccccc3N3CCOCC3)c2)CC1 | -13% | 1% | ?
NS(=O)(=O)c1ccc(NC(=S)NCc2ccc(F)cc2)cc1 | 4% | -3% | -12%
Cc1ccc(N(C(=O)c2ccc(S(=O)(=O)N3CCCC3)cc2)C2C=CS(=O)(=O)C2)cc1 (stereo not drawn) | -6% | 6% | 1%
Cc1ccc(C(C(=O)NC2CCCC2)N(C(=O)c2csnn2)C2CC2)cc1 (stereo not drawn) | -4% | 3% | -10%
